SRC3 TRFRET art – counter-screen for PPARgamma SRC-3 recruitment agonists: TR-FRET artefact | PPARgamma/SRC-3 format; active compounds read high | TR-FRET ratio at 8 µM | 99,000 tested, 0.39% active; in the data active = TR-FRET ratio above about 2000; also: inactives centre near 1600; reference of the scale not given here
SRC1 TRFRET art – TR-FRET artefact, counter-screen to PPARgamma/SRC-1 agonist assay. TR-FRET ratio at 8 µM. 99,000 tested, 0.34% active. TR-FRET detection artefact counter-screen, emission ratio; active compounds read high; in the data active = TR-FRET ratio above about 2300; also: inactives centre near 1800; reference of the scale not given here
The depositor's hits bear a star. Only part of the results is shown; rates above refer to the full screens.

The opening two entries as a preview:
SMILES	SRC3 TRFRET art	SRC1 TRFRET art
CS(=O)(=O)N1CCCC(C(=O)N2CCOCC2)C1 (stereo not drawn)	1558	1804
CCc1nnc(NC(=O)CSc2ccc(-c3ccc(C)cc3)nn2)s1	1510	1796

The listing, previewed entries included:
SMILES	SRC3 TRFRET art	SRC1 TRFRET art
CS(=O)(=O)N1CCCC(C(=O)N2CCOCC2)C1 (stereo not drawn)	1558	1804
CCc1nnc(NC(=O)CSc2ccc(-c3ccc(C)cc3)nn2)s1	1510	1796
C=CCOc1c(Br)cc(C2C3=C(CCCC3=O)N(C)C3=C2C(=O)CCC3)cc1OCC	1619	2011
Cc1ccc(NC(=S)NCc2ccc3c(c2)OCO3)cc1C	1566	1815
CC(C)c1ccc(/C=C/C(=O)N2CCCCCC2)cc1	1515	1910
CCCCC(=O)Nc1cccc2c1C(=O)N(c1ccccc1)C2=O	1643	2069
CC(C(=O)N1CCOCCOCCOCC1)N1C(=O)c2ccccc2C1=O (stereo not drawn)	1553	1738
COc1ccc(C(=O)CN2C3=NCCCN3c3ccccc32)cc1OC	1733	1838
CCc1cc(C(=O)N2CCCC(CNS(=O)(=O)c3cccs3)C2)n(C)n1 (stereo not drawn)	1651	1468
O=C(/C(Br)=C/Nc1cc(Cl)ccc1Cl)C(F)(F)F	1535	1745
O=C(NCC1CCCO1)c1cc([N+](=O)[O-])ccc1Cl (stereo not drawn)	1397	1758
Cn1c(CNc2cccc(C(F)(F)F)c2)n[nH]c1=S	1609	1626
O=[N+]([O-])c1ccc(Cl)cc1N1CCCCC1	1608	1718
COc1ccc(-n2c(C)cc(-c3cn4cccc(C)c4n3)c2C)cc1	1469	1898
COc1cccc(/C=N/Nc2nnc(C)n2N)c1OCc1ccccc1Cl	1353	1564
NCC(=O)NCC(=O)OCc1ccccc1	1842	1756
Cc1cccc(/N=C/c2c(O)ccc3oc4c(c23)CCCC4)n1	1521	1625
Cc1cccc(-n2cnc3cc([N+](=O)[O-])ccc32)c1	1614	1719
Cc1nc([N+](=O)[O-])c(Sc2nc3ccc([N+](=O)[O-])cc3[nH]2)n1Cc1ccccc1	1722	1752
NS(=O)(=O)c1ccc(CCNC(=O)Cc2c[nH]c3ccccc23)cc1	1807	1760
COCc1cc(N2CCN(c3ccccc3F)CC2)nc(-c2ccccc2)n1	1522	1765
CCC(C)N(C)C1CCN(C(=S)Nc2cccc(OC)c2)CC1 (stereo not drawn)	1632	1634
O=C(NNC(=O)c1cc(-c2ccccc2)nn1-c1ccccc1)c1ccccc1	1455	1791
CCOC(=O)N1CCC(NC(=O)c2cc3c(=O)[nH]c4ccccc4c3n2C)CC1	1824	1719
CCC(=O)c1ccc(OCC(=O)NCC2(N3CCCCC3)CCCCC2)cc1	1527	1877

Full records, quoted from the list. Order of values: SRC3 TRFRET art	SRC1 TRFRET art
Entry for Cn1c(CNc2cccc(C(F)(F)F)c2)n[nH]c1=S = 1609	1626
Entry for CC(C)c1ccc(/C=C/C(=O)N2CCCCCC2)cc1 = 1515	1910
Entry for O=C(NNC(=O)c1cc(-c2ccccc2)nn1-c1ccccc1)c1ccccc1 = 1455	1791
Entry for COCc1cc(N2CCN(c3ccccc3F)CC2)nc(-c2ccccc2)n1 = 1522	1765
Entry for NCC(=O)NCC(=O)OCc1ccccc1 = 1842	1756

An excerpt from above in order of SMILES length, highest first:
SMILES	SRC3 TRFRET art	SRC1 TRFRET art
CCc1cc(C(=O)N2CCCC(CNS(=O)(=O)c3cccs3)C2)n(C)n1 (stereo not drawn)	1651	1468
CCC(=O)c1ccc(OCC(=O)NCC2(N3CCCCC3)CCCCC2)cc1	1527	1877
O=C(NCC1CCCO1)c1cc([N+](=O)[O-])ccc1Cl (stereo not drawn)	1397	1758
O=[N+]([O-])c1ccc(Cl)cc1N1CCCCC1	1608	1718

Additional records follow:
SMILES	SRC3 TRFRET art	SRC1 TRFRET art
CC(=O)N1CCN(CC(=O)Nc2cccc(S(=O)(=O)N3CCCCCC3)c2)CC1	1506	1805
CCCNC(=O)COC(=O)c1cc(C)nc2ccccc12	1610	1781
O=C1CC(c2cccs2)c2ccc3ccccc3c2N1 (stereo not drawn)	1569	1884
Cn1c(=O)[nH]c(NC2CCCCC2)c([N+](=O)[O-])c1=O	1165	1803
COc1ccc(NC(=O)c2cccnc2SC)cc1OC	1727	1731
Cc1ccc(OCc2n[nH]c(=S)n2-c2ccc(C)cc2)cc1	1407	1751
COc1ccc(C(=O)Nc2c(Cl)cc(Cl)cc2C(=O)N2CCC(C)CC2)cc1	1573	1638
CCCCn1c(SCC(=O)/C(C#N)=C(\C)N)nc2ccccc2c1=O	1513	1609
COc1cc(CC(=O)OCn2nnc3ccccc3c2=O)cc(OC)c1OC	1609	2126
COC(=O)C1=C(C)NC2=C(C(=O)CCC2)C1c1cccc(C)n1 (stereo not drawn)	1359	1744
COc1ccc(/C=C(\C#N)C(=O)OCC(=O)NCc2ccccc2)cc1	1520	1772
CCCNC(=O)/C=C/C(=O)O	1395	1797
COc1ccc(C(=O)CSc2nnc(-c3ccco3)c(-c3ccco3)n2)cc1	1869	1749
Cc1cc(NC(=O)CN2CCN(C)CC2)no1	1564	1856
Cc1ccc(C=Nc2ccccc2C(N)=O)o1	1497	1545
O=C(Nc1ccccc1Cl)N1CCN(C/C=C/c2ccccc2)CC1	1717	1859
Cc1cc2cc(CNC(=S)Nc3ccc(OC(F)(F)F)cc3)ccc2[nH]1	1785	1845
CC(C)Cc1ccc(C(C)C(=O)Nc2ccc(O)cc2)cc1 (stereo not drawn)	1574	1418
Cc1cccc(-n2c(-c3ccco3)n[nH]c2=S)c1	2283*	2623*
C=CCn1c(SCC(=O)Nc2ccc3c(c2)CCC3)nnc1-c1cccs1	1310	1985
COc1ccc(/C=N/NC(=O)C(N)=O)c(OC)c1OC	1774	2002
Cc1c(C(N)=O)sc2ncn(CCOc3ccccc3)c(=O)c12	1546	1649
C=CCc1cccc2cc(C(=O)NNC(=O)c3ccncc3)c(=O)oc12	1282	1781
O=C(CCc1ccccc1)NC(=S)NCc1ccco1	1646	2019
CCn1nnnc1NC(=O)c1cc(Cl)c(OC)c(Cl)c1	1638	1762
(cont.)
SMILES	SRC3 TRFRET art	SRC1 TRFRET art
O=c1[nH]c(=O)c2cc([N+](=O)[O-])cc([N+](=O)[O-])c2[nH]1	1453	1611
CCNC(=O)NC(=O)C(C)Oc1ccc(Br)cc1Br (stereo not drawn)	1418	1840
CCOc1cc(CNCCc2ccccc2)ccc1OCC(=O)NC(C)(C)C	1474	1780
O=c1c2cc(N3CCOCC3)ccc2[nH]c(=S)n1CCc1ccccc1	1621	1929
COc1ccc(NC(=O)NCc2ccco2)c(OC)c1	1549	1871
Cc1[nH]c(=O)nc2c1CCC2	1494	1694
Cc1cc(F)ccc1S(=O)(=O)Nc1ccccc1C(=O)Nc1ccccc1-c1nc2ccccc2[nH]1	1552	1868
Cc1cc(C)cc(N2C(=O)C3NN=C(C(=O)OCc4ccccc4)C3C2=O)c1 (stereo not drawn)	1295	1565
CCN(CC)C(=O)CSc1nc2c(c(-c3cccnc3)c1C#N)CCCC2	1551	1541
Cc1ccc(OCc2nc3ccccc3[nH]2)cc1	1539	1820
O=C(OC(C(=O)Nc1cccc(C(F)(F)F)c1)c1ccccc1)C1CCCCC1 (stereo not drawn)	1682	1523
Nc1ccc(C(=O)Nc2ccc3nc(-c4ccncc4)[nH]c3c2)cc1	1801	1649
O=C(/C=C/c1ccc(N2CCCCC2)c([N+](=O)[O-])c1)c1ccc(S(=O)(=O)N2CCCC2)cc1	1498	1874
Cc1nc2oc3c(NCc4ccccn4)ncnc3c2c2c1COC(C)(C)C2	1846	1882
Cc1ccccc1OCC(=O)N/N=C/c1cccc(Oc2ccc([N+](=O)[O-])cc2[N+](=O)[O-])c1	1672	1817
CC(=O)Nc1cccc2ncccc12	1476	1627
C/C(=N\Nc1ccc(S(N)(=O)=O)cc1[N+](=O)[O-])c1ccc2c(c1)OCO2	1874	1826
CCCCC(CC)C(=O)Nc1cc([N+](=O)[O-])ccc1F (stereo not drawn)	1709	1744
C/C=C(\C)C(=O)NCCN1C2=NC[C@@H](C)N2C[C@@H]1Cc1ccc(OC)cc1	1532	1674
Cc1nn(-c2ccccc2)c(Cl)c1C1C(C#N)=C(N)OC2=C1C(=O)CCC2 (stereo not drawn)	1596	1761
c1ccc2nc3[nH]cnc3nc2c1	1474	2056
CCN1CCN(C(=O)c2ccc(CN(c3ccccc3)S(=O)(=O)c3ccccc3)cc2)CC1	1700	1990
O=C(/C(C=Nc1cccc(C(F)(F)F)c1)=C(/O)c1ccco1)C(F)(F)F	1469	1547
COc1cc(NC(=O)CSc2nnc3c(C)cc4c(C)ccc(C)c4n23)c(C(=O)O)cc1OC	1914	1779
Cc1ccc(CNC(=O)COC(=O)C2CCN(S(=O)(=O)c3cccs3)CC2)cc1	1658	1928
Carrying on:
SMILES	SRC3 TRFRET art	SRC1 TRFRET art
COc1ccccc1NC(=O)NCc1ccco1	1409	1779
O=C(Cc1ccccc1[N+](=O)[O-])NCc1ccc2c(c1)OCO2	1639	2325*
CC1CCCN(CCOc2ccc3ccccc3c2Br)C1 (stereo not drawn)	1612	1934
Cc1ccccc1N=C1SC(CC(=O)Nc2ccc3ccccc3c2)C(=O)N1Cc1ccccn1 (stereo not drawn)	1731	1829
Cc1ccc(C(=O)c2cc([N+](=O)[O-])ccc2N2CCCCC2)cc1C	1378	1720
Cc1ccc(S(=O)(=O)N2CCCCC2)cc1NC(=O)CCOc1ccccc1	1559	1845
Cc1ccc(S(=O)(=O)C2C(=O)N(C)C3(C)CC2c2ccccc2O3)cc1 (stereo not drawn)	1640	1956
Cc1cccc(C)c1C(OCCN(C)C)C1CCCCC1 (stereo not drawn)	1522	1695
CCCOC1CCCN(C(=O)CCc2nnc(CCCCc3ccccc3)o2)C1 (stereo not drawn)	1278	1628
O=[N+]([O-])c1ccc(SCc2ccco2)cc1N1CCOCC1	1476	1637
O=C(CN(c1ccc(Br)cc1)S(=O)(=O)c1ccc(Cl)c([N+](=O)[O-])c1)NCCc1ccccc1	1531	1786
c1ccc(-c2nnsc2-c2nc3ccccc3[nH]2)cc1	1662	2080
CCN(C(=O)CN1CCN(Cc2ccccc2)CC1)c1c(N)n(Cc2ccccc2)c(=O)[nH]c1=O	1400	1615
C=CCNCCOc1c(C)cc(C)cc1Cl	1519	1529
O=C(/C=C/c1c[nH]c2ccccc12)c1cccc2ccccc12	1728	2006
O=C(CSc1nnnn1C1CCCC1)NCc1cccs1	1303	1730
COc1ccc(-c2cnnc(N/N=C/c3c(C)nn(-c4ccccc4)c3Cl)n2)cc1	1422	1701
O=C(Nc1ccccc1C(=O)N1CCCC1)C1COc2ccccc2O1 (stereo not drawn)	1527	1841
O=C(Nc1nc2ccccc2s1)c1cc(-c2ccco2)nc2ccccc12	1740	1774
O=C1CCCN1c1nccs1	1488	1555
CC(C)(C)c1nnc2sc(SCC(=O)c3cccs3)nn2c1=O	1777	2179
O=C(NNC(=S)Nc1ccc(F)c(Cl)c1)C1CC1	1511	1769
CCC(=O)Nc1ccccc1Sc1ncnc2scc(-c3ccccc3)c12	1662	1648
CN1CCN(c2nc(-c3ccccc3)ncc2S(=O)(=O)c2ccccc2)CC1	1728	2048
CCOC(=O)c1sc2nc(C)nc(Nc3ccc(OC)c(OC)c3)c2c1C	1614	2081
Next part.
SMILES	SRC3 TRFRET art	SRC1 TRFRET art
CCOC(=O)C1CCC(CN(Cc2ccccc2C)S(=O)(=O)c2ccc([N+](=O)[O-])cc2)CC1 (stereo not drawn)	1739	1691
CSc1ccccc1-c1n[nH]c(=S)o1	3610*	4008*
CCC(C)NC(=O)c1nc2c(nnn2Cc2ccccc2Cl)c(=O)[nH]1 (stereo not drawn)	1440	1775
CC(C)(C)c1nc2c(Br)cc(Br)cc2c(=O)o1	1485	1720
O=C(NNc1cc(N2CCOCC2)nc(N2CCOCC2)n1)c1ccc([N+](=O)[O-])cc1	1792	2069
COc1ccc(-c2cc(C(=O)Nc3c(C)n(C)n(-c4ccccc4)c3=O)no2)cc1OC	1627	1864
O=C(CN1C(=O)C2C3CC(C(Br)C3Br)C2C1=O)OCC(=O)c1cccc([N+](=O)[O-])c1 (stereo not drawn)	1368	1816
Cc1ccc(S(=O)(=O)Nc2ccccc2C(=O)OC(C)C(=O)Nc2ccc3ccccc3c2)cc1[N+](=O)[O-] (stereo not drawn)	1569	1790
O=c1c2ccccc2nc2n1C(CBr)CS2 (stereo not drawn)	1650	1842
O=C(Cc1ccccc1)N1CCN(S(=O)(=O)c2cccc([N+](=O)[O-])c2)CC1	1730	1860
O=[N+]([O-])c1ccc(Nc2nc(Cl)nc(NCCO)n2)cc1	1682	1740
COC(=O)C1=NN(c2ccccc2OC)C2C(=O)N(c3ccccc3OC)C(=O)C12 (stereo not drawn)	1516	1793
CC(C)n1c(O)c(N=NC(=O)C2COc3ccccc3O2)c2ccccc21 (stereo not drawn)	1587	1606
O=C(CNC(=O)/C=C/c1ccccc1)N=Nc1c(O)n(Cc2ccccc2)c2ccccc12	1653	1535
CCN(CC)C(=O)CSc1nc2cc3c(cc2c(=O)n1CCCC(=O)NCCc1ccc(OC)c(OC)c1)OCO3	1760	2075
CCOC(=O)N1CCN(C(=O)c2cn(CC)c3ccc(S(=O)(=O)N4CCCCC4)cc3c2=O)CC1	1773	1939
Cc1ccc(C)c(-n2cc(CN3CCCN(C=O)CC3)c(-c3ccccc3)n2)c1	1553	1676
O=C(O)/C=C\C(=O)Nc1ccc(Oc2ccc(Br)cc2)cc1	1531	1917
NNC(=O)CC(=O)NC1(Cc2ccc(O)cc2)CCCCC1	1242	1706
CN(C)CCCO/N=C(\c1ccccc1)c1ccncc1	1658	1812
O=C(COc1ccc(Cl)cc1[N+](=O)[O-])N1CCCCC1	1537	1704
CC(=O)Nc1ccc(-c2cc(-c3ccccc3)nc(-c3ccccc3)n2)cc1	1388	1533
Cc1ccc(N2NC(=O)/C(=C\c3cc4c(cc3[N+](=O)[O-])OCO4)C2=O)cc1C	1350	1726

Compound activity: PubChem BioAssay, The Scripps Research Institute Molecular Screening Center
